Source: PubChem BioAssay
PrPC TRFRET = inhibitors of human cell surface prion protein PrPC, primary screen, cell-based, TR-FRET | TR-FRET read-out | inhibition, % at 13.8 µM | hit rate 0.43% among 370,000 | AID 720596, 2013; in the data active = inhibition above about 24%; note: 0% = median of the test wells and 100% = reference compound wells
3CLpro inhibitor = SARS-CoV 3CLpro protease inhibitors, primary screen, biochemical, quenched FRET. recombinant SARS-CoV 3CLpro, quenched FRET peptide cleavage. Replicase polyprotein 1ab (Severe acute respiratory syndrome coronavirus), P0C6X7. hit rate 0.14% among 290,000. inhibition, % at 6 µM; in the data active = inhibition above about 12%
Vc quorum ag = inducers of Vibrio cholerae quorum light production without autoinducers, primary screen, BH1578 luxS cqsA deficient, single point; V. cholerae BH1578 lux reporter, luminescence, 6 h; activation, % at 18.7 µM; hit rate 0.16% among 350,000; in the data active = activation mostly above about 9.7%, no sharp cut-off; inconclusive = no clear call, values can overlap the other calls; inactive = mostly below about 3.7%; note: not every result past the cut was called active; inactives centre near 0; reference of the scale not given here
TcdB GH inh = TcdB glycohydrolase inhibitors, primary screen, biochemical, single point, plate reader; Toxin B (Clostridioides difficile), P18177; TcdB glycohydrolase enzymatic assay; inhibition, % at 9.99 µM; hit rate 0.24% among 350,000; AID 652162, 2013; in the data active = inhibition above about 10%
BoNT-A LC inh2 = BoNT/A light chain protease inhibitors, primary screen, biochemical, flow cytometry, MLPCN library | inhibition, % at 10 µM | AID 588499, 2011 | hit rate 0.17% among 360,000 | multiplex microsphere protease substrate cleavage; note: plate controls were buffer without enzyme for full effect and enzyme alone for no effect
Anthrax LF inh2 = Bacillus anthracis LF protease inhibitors, primary screen, biochemical, multiplex microsphere, MLPCN library; AID 588501, 2011; multiplex microsphere protease cleavage assay; hit rate 0.12% among 360,000; inhibition, % at 10 µM; note: plate controls were buffer without enzyme for full effect and enzyme alone for no effect
Target sequence (P15917 whole entry, looked up): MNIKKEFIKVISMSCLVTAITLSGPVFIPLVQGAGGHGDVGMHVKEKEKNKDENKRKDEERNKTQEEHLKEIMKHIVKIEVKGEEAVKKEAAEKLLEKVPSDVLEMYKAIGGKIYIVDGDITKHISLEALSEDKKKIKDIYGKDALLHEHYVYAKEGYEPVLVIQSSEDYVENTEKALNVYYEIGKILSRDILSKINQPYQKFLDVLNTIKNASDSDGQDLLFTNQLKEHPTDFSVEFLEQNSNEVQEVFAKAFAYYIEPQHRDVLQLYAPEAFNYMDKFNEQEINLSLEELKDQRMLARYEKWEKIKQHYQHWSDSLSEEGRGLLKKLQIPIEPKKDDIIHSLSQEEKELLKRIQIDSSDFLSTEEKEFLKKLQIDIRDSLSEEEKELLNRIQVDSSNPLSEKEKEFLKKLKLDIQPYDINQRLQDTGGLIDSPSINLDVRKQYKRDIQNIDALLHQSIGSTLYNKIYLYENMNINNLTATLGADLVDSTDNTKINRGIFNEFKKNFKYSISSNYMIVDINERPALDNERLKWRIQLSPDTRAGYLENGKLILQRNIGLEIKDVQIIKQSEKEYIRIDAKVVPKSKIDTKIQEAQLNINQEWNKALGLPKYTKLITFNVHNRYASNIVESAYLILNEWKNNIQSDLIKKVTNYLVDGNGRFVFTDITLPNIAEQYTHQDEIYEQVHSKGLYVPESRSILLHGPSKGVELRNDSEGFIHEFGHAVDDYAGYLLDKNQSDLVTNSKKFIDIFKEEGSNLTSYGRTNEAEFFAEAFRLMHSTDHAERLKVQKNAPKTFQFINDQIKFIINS
Y pestis TopoI = Yersinia pestis topoisomerase I inhibitors, primary screen, biochemical, cleavage product accumulation, plate reader, single point; AID 504884, 2011; Y. pestis Topo-I cleavage product accumulation; activity, % at 10 µM; hit rate 0.064% among 360,000; DNA topoisomerase I (Yersinia pestis CO92); in the data active = activity above about 50%, passing the limit was not always enough; inconclusive = no clear call, values can overlap the other calls; note: inactives centre near 2
PfHsp40 rescue = rescue of yeast from PfHsp40 toxicity, primary screen, S. cerevisiae, ATP luminescence. S. cerevisiae expressing PfHsp40, growth rescue. growth rescue, % at 12.5 µM. hit rate 0.68% among 340,000; in the data active = growth rescue above about 28%, passing the limit was not always enough; inconclusive = no clear call, values can overlap the other calls;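 note: yeast W303a lacking pdr1 and pdr3 grown in galactose medium; growth measured after three days at 30 °C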
SSB-PriA inh = inhibitors of Klebsiella pneumoniae PriA binding to SSB C-terminal tail, primary screen, biochemical, AlphaScreen; hit rate 0.6% among 430,000; inhibition, % at 33 µM; PriA–SSB C-terminal tail interaction (Klebsiella pneumoniae); AlphaScreen SSBct-PriA binding, biotinylated peptide; in the data active = inhibition mostly above about 37%, no sharp cut-off; inactive = mostly below about 20%;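 note: plate controls were negative control peptide for no effect and reference peptide for full effect; strong numbers were not always called active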
* hit, by the source's call; i = inactive; ? = inconclusive; . = not tested or not shown; & = joins results of further samples. Cut-off read from the data, not from the text of the source, unless noted: active = inhibition above about 30%; inconclusive = no clear call, values can overlap the other calls; inactive = below that. An excerpt. The share of hits here may be higher or lower than overall.

Each structure is followed by: PrPC TRFRET, 3CLpro inhibitor, Vc quorum ag, TcdB GH inh, BoNT-A LC inh2, Anthrax LF inh2, Y pestis TopoI, PfHsp40 rescue, SSB-PriA inh
> CCOC(=O)c1c(-c2ccc(OC)cc2)csc1NC(=O)CSc1nnc(C)c(=O)[nH]1
 : 5, 4, 0.7, 2.5, -0.4, -1, -1, 2.3, -12
> CCC(C(=O)NC1CCCC1)N(Cc1ccccc1Cl)C(=O)c1snc(C(N)=O)c1N (stereo not drawn)
 : -5, 8, -0.4, 0.2, -1.8, 1, 5, -1.2, -17
> Nc1ccc(C(=O)OCC(=O)Nc2cccc(S(=O)(=O)NC3=NCCCCC3)c2)cc1[N+](=O)[O-]
 : -12, ., i, 2.5, -1.1, -4, 8, 0.7, -5
> COc1ccc(CC2(c3ccccc3)NC(=O)NC2=O)cc1 (stereo not drawn)
 : 9, ., -2.0, 1.4, -0.4, 0, 10, -0.7, -2
> Cc1ccc(CCNS(=O)(=O)c2ccc(C)cc2)cc1
 : 2, 0, i, ., 5.4, 1, 8, -0.5, -18
> COc1ccc(Cn2c(C3CC3)nc3ccc(NC(=O)c4ccco4)cc3c2=O)cc1
 : 6, -4, 0.3, ., 0.4, 2, 2, 14, 13
> O=C(C1=C[C@H](c2coc3ccccc3c2=O)C[C@H](OCc2ccc(CO)cc2)O1)N1CCN(Cc2ccccc2)CC1
 : ., 6, 8.3, ., 0.3, -10, 19, -0.1, 0
> CCCCn1c(N)c(N(CC)C(=O)C(c2ccccc2)c2ccccc2)c(=O)[nH]c1=O
 : -3, 2, -0.3, 1.1, -1.1, -4, -2, -1.4, -2
> COC(=O)c1nn(-c2ccc(Oc3ccccc3)cc2)c(=O)cc1O
 : -3, -1, -0.2, -0.4, -2.2, 1, 9, -0.3, 8
> c1ccc(Cn2c(-c3ccccc3)nc3nc4ccccc4nc32)cc1
 : -11, 9, -0.4, ., 2.1, 0, 15, 3.5, -7
> CC(c1nnc(SCC(=O)NC(=O)NCc2ccco2)n1-c1ccc(Cl)cc1)N(C)C (stereo not drawn)
 : -2, -1, i, 0.8, 0.0, -4, 1, 0.7, 20
> COc1cc2sc(C)nc2cc1C
 : -3, 4, i, 0.0, -1.2, 3, -7, 2.1, -8
> Oc1ccccc1-[n+]1c(-c2ccccc2)cc(-c2ccccc2)cc1-c1ccccc1
 : -1, ., 7.1, 1.4, 0.1, 0, 6, 0.2, 18
> COc1ccc(-c2cc3ncccc3cn2)cc1
 : -19, ., -0.3, 4.8, -0.2, 3, 11, 1.5, -5
> COC(=O)CC1=C(c2ccc([N+](=O)[O-])cc2)CCC1=O
 : -22, ., 3.3, 0.4, 3.4, -4, -11, -1.1, -12
> Cc1onc(-c2ccccc2Cl)c1C(=O)N1CCCC1
 : 5, -2, -1.5, 0.7, 1.8, 0, -2, 1.0, 0
> Cc1[nH]c(=O)[nH]c(=O)c1S(=O)(=O)N1CCCC(C(=O)N2CCN(c3cccc(C(F)(F)F)c3)CC2)C1 (stereo not drawn)
 : -2, 1, -0.3, 2.9, -0.5, 5, 15, -1.4, 2
> CCCNc1ncnc2nc[nH]c12
 : -6, 1, -0.2, 0.0, -0.5, 0, -7, -1.5, 1
> Cc1cc2ncn(C(=O)c3c(-c4ccccc4Cl)noc3C)c2cc1C
 : 4, 0, i, ., -1.8, -2, 7, 0.3, -7
> C[n+]1ccc(-c2ccncc2)cc1
 : -30, -2, i, 1.2, 0.0, -4, 1, -0.1, -10
> CC(C)(C)c1ccc(C(=O)N2CCC(C(=O)NCC3CCCO3)CC2)cc1 (stereo not drawn)
 : 5, -4, i, ., 0.6, -3, -11, 0.4, -2
> Cc1cccc(-n2ccnc2SCC(=O)Nc2ccc3c(c2)OCCO3)c1
 : 7, -4, i, ., -0.6, -1, 17, 3.4, 26
> Cc1cc([N+](=O)[O-])nn1CC(=O)NNC(=S)Nc1ccc(F)cc1
 : -7, 1, -12, ., -5.1, -3, 1, -2.0, -5
> CCSc1cc(N2CCCC2)nc(-c2cccc(C)c2)n1
 : 0, -4, -0.5, -0.1, 3.0, -1, -2, 0.4, 6
> O=C(/C(=N/O)n1cncn1)c1ccccc1Cl
 : -4, -3, -0.2, 0.1, ., ., 1, -0.4, .
> Cc1ccc(Nc2ncnc3ccccc23)cc1
 : -3, -3, -0.5, 2.4, 0.1, -1, 0, -0.8, -18
> COc1ccc(CCNc2nc(C)cc(=O)[nH]2)cc1OC
 : 9, 1, -25, ., -0.5, -2, 3, 0.1, 6
> CCOc1ccc(S(=O)(=O)NCCOC)cc1C
 : 0, -2, -0.5, ., -0.6, 1, 10, -0.1, -14
> O=C1CCCN1CCC1CCN(C2CC(=O)N(Cc3ccc(N4CCCC4=O)cc3)C2=O)CC1 (stereo not drawn)
 : -5, 1, i, -0.9, -0.3, -5, 5, -0.7, -9
> CCOc1ccc(NC(=O)C2CCC(CNc3c(N4CCOCC4)c(=O)c3=O)CC2)cc1 (stereo not drawn)
 : -1, 1, -0.1, -0.3, -1.0, 4, 3, 0.4, -15
> COC(=O)CSc1nc(NC(C)C)nc(N2CCOCC2)n1
 : -8, 6, -0.7, ., 0.1, 0, 0, 0.0, -7
> Cc1cccc(-n2nnc(C(=O)NCc3ccccc3)c2N)c1
 : 5, -3, i, ., -0.6, -2, 3, -1.3, -5
> CC(C)C(NC(=O)C1CCC(C(C)(C)C)CC1)C(=O)NCCc1ccc(S(N)(=O)=O)cc1 (stereo not drawn)
 : 0, 1, -1.4, 0.2, -0.8, -6, 5, 0.5, -1
> Cc1ccc2c(c1)c1c(n2CC(O)CN2CCCCCC2)CCCC1 (stereo not drawn)
 : 8, 20*, i, 0.3, -3.7, -9, 7, 0.4, 7
> Cc1cccc(C)c1NC(=O)c1sc(N)nc1-c1ccccc1
 : -8, 1, -0.5, 1.4, 1.6, 5, -11, 1.9, -3
> COc1ccc(CCC(=O)NCc2cn3ccc(C)cc3n2)cc1
 : -3, 2, -0.3, 7.8, 1.5, -9, 1, 0.4, -2
> CC1=CCC2C(=O)N(Cc3ccccc3)C(=O)C2C1 (stereo not drawn)
 : 1, 1, i, ., 0.0, -5, -8, 0.1, -10
> O=C(COC(=O)C1CCN(c2ccc(C(F)(F)F)cn2)CC1)c1ccc(Cl)cc1
 : -5, ., i, -0.3, 1.6, 4, 30, 5.1, -56
> CCOC(=O)N1CCC(NC(=O)c2ccc(CS(=O)c3cccc(Cl)c3)o2)CC1 (stereo not drawn)
 : 2, -5, i, -1.5, 2.4, 0, -4, 0.5, 6
> COCCNC(=O)CCSc1nc(-c2ccc(OC)cc2)cc(C(F)(F)F)n1
 : -2, 0, i, ., 1.0, 2, 0, 0.1, -21
> COc1ccc(OC)c2sc(Cl)nc12
 : -3, 0, -0.1, -0.1, -1.0, -1, 3, -1.0, 1&-13
> Cc1ccccc1/C=N/Nc1ncnc2nc[nH]c12
 : -1, 0, i, 0.0, -1.0, 2, 1, -0.9, .
> Cc1cnc(NC(=O)Cc2ccc(S(=O)(=O)N3CCOCC3)s2)s1
 : -8, ., i, 0.3, 1.3, 2, 4, 0.0, 5
> CC1CCC(NC(=O)c2cc3ccccc3cc2O)CC1 (stereo not drawn)
 : 4, ., i, 6.4, ., ., -12, -1.4, -5
> COc1ccc(C(=O)OCC(=O)NC2CC2)cc1F
 : -8, ., i, 1.4, -0.3, -1, -6, 1.9, -5
> COCc1ccc(CN2CCC(N3CCC(C(=O)N4CCCC4)CC3)CC2)o1
 : 1, 3, i, -0.2, -2.2, 0, -1, -0.1, 0
> O=C(CNC(=O)c1ccc(Cl)cc1)c1ccc(Cl)cc1
 : 12, -2, i, -0.5, -2.0, 0, -3, 1.0, -3
> CCn1c(SCc2nc3ccccc3[nH]2)nnc1-c1cccs1
 : 0, -6, i, 6.3, ?, -2, 6, 0.9, 0
> O=C(Nc1ccc2c(c1)CCC2)c1cccc(OC(F)F)c1
 : 12, ., 0.5, 0.6, ., ., -1, ., -15
> O=C(c1ccco1)N1N=C(c2cccs2)CC1c1ccccc1O (stereo not drawn)
 : -2, 6, i, 1.3, 0.7, -2, 17, -1.5, 2
> Cc1cc(N(CCO)CCO)ccc1C(c1ccc(N(CCO)CCO)cc1C)c1ccccc1Cl
 : 2, 0, -0.1, ., -1.4, -5, 3, 1.1, 17
> O=C(CSCc1ccccc1Cl)N/N=C/c1ccco1
 : -3, -2, 0.2, 2.6, 0.1, -4, 0, 0.7, .
> CC1(C)CC(=O)C(C=Nc2ccc(O)cc2)=C(O)C1
 : -10, 0, i, 32*, -0.2, 0, 0, 3.9, -2
> CCS(=O)(=O)N1CCN(CC2CC3C=CC2C3)CC1 (stereo not drawn)
 : -3, 4, i, ., -0.2, 6, 0, 0.3, -5
> CCOC(=O)C1=C(O)/C(=C/c2ccc(CNC(=O)C(=O)Nc3ccc(C)cc3)o2)N=C1C
 : 5, -5, -0.4, ., 3.2, 5, -8, -0.2, -11
> CC(C)(Oc1ccc(Cl)cc1)C(=O)OCC(=O)N1CCCC1
 : -4, -1, -0.2, ., 0.0, 3, 1, 0.0, -2
> CCn1c(SCC(=O)Nc2ccc3c(c2)OCCO3)nnc1-c1c[nH]c2ccccc12
 : 4, -1, -0.2, 6.0, 0.5, -7, 17, -1.2, 10
> CCCCCN(C(=O)CN(C)Cc1ccc(OC)cc1OC)c1c(N)n(CCCC)c(=O)[nH]c1=O
 : -4, 4, ., 0.5, -0.2, 0, 7, -0.4, -10
> O=C(CN1CCN(S(=O)(=O)/C=C/c2ccccc2)CC1)Nc1ccc(N2CCOCC2)cc1
 : 9, -4, 0.7, -4.8, 0.0, -5, 0, 1.8, 9
> Cc1cccc(C(=O)O/N=C(\N)c2ccc(Cl)cc2)c1
 : 0, 0, -2.2, 0.4, -2.0, 12, 8, 3.6, i

Entries above that have a nitro group on carbon:
Each structure is followed by: PrPC TRFRET, 3CLpro inhibitor, Vc quorum ag, TcdB GH inh, BoNT-A LC inh2, Anthrax LF inh2, Y pestis TopoI, PfHsp40 rescue, SSB-PriA inh
> Nc1ccc(C(=O)OCC(=O)Nc2cccc(S(=O)(=O)NC3=NCCCCC3)c2)cc1[N+](=O)[O-]
 : -12, ., i, 2.5, -1.1, -4, 8, 0.7, -5
> COC(=O)CC1=C(c2ccc([N+](=O)[O-])cc2)CCC1=O
 : -22, ., 3.3, 0.4, 3.4, -4, -11, -1.1, -12
> Cc1cc([N+](=O)[O-])nn1CC(=O)NNC(=S)Nc1ccc(F)cc1
 : -7, 1, -12, ., -5.1, -3, 1, -2.0, -5
